Screens as filed in PubChem BioAssay.
CCR6 antag: blocks CCL20-driven beta-arrestin recruitment at human CCR6; CHO-K1 CCR6 PathHunter beta-arrestin, luminescence, CCL20-stimulated; P51684; 0.49% of 340,000 active; inhibition, % at 20 µM;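 active = compounds whose inhibition of the agonist-driven luminescence signal at 20 µM reaches about 50%, limit read from the data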;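 also: cells stimulated with CCL20 at 14 nM final; plate controls were DMSO with CCL20 for no effect and DMSO without agonist for full effect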
SENP8 block: inhibitors of human SENP8 protease | Q96LD8 | purified SENP8, Z-RLRGG-aminoluciferin cleavage, luminescence | inhibition, % at 10 µM | 1.2% of 330,000 active | AID 2540
697 NFkB inh: lowers PMA/ionomycin-induced NF-kB signal in 697 B cells; 697 B-cell NF-kB luciferase reporter, 16 h; inhibition, % at 4 µM; 0.33% of 330,000 active; AID 435022; in the data active = inhibition above about 35%
UBC13 inh: inhibitors of human UBC13 polyubiquitin chain formation | P61088 | TR-FRET | inhibition, % at 20 µM | 0.47% of 330,000 active | AID 485273; in the data active = inhibition above about 45%, passing the limit was not always enough; inconclusive = no clear call, values can overlap the other calls
Jurkat NFkB inh: inhibitors of the PMA/ionomycin-induced NF-kB reporter in Jurkat cells; PMA/ionomycin-induced NF-kB luciferase reporter, luminescence; inhibition, % at 4 µM; 0.53% of 330,000 active; AID 435003
Apaf-1 inh: human Apaf-1 inhibition. 0.71% of 330,000 active. reconstituted apoptosome caspase-3 activity, DEVD-Rh110 fluorescence. inhibition, % at 20 µM. O14727; active = inhibition of at least 40% at 20 µM;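 also: plate controls were DMSO wells for no effect and DEVD-CHO caspase inhibitor wells for full effect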
Target sequence (O14727 whole entry, looked up): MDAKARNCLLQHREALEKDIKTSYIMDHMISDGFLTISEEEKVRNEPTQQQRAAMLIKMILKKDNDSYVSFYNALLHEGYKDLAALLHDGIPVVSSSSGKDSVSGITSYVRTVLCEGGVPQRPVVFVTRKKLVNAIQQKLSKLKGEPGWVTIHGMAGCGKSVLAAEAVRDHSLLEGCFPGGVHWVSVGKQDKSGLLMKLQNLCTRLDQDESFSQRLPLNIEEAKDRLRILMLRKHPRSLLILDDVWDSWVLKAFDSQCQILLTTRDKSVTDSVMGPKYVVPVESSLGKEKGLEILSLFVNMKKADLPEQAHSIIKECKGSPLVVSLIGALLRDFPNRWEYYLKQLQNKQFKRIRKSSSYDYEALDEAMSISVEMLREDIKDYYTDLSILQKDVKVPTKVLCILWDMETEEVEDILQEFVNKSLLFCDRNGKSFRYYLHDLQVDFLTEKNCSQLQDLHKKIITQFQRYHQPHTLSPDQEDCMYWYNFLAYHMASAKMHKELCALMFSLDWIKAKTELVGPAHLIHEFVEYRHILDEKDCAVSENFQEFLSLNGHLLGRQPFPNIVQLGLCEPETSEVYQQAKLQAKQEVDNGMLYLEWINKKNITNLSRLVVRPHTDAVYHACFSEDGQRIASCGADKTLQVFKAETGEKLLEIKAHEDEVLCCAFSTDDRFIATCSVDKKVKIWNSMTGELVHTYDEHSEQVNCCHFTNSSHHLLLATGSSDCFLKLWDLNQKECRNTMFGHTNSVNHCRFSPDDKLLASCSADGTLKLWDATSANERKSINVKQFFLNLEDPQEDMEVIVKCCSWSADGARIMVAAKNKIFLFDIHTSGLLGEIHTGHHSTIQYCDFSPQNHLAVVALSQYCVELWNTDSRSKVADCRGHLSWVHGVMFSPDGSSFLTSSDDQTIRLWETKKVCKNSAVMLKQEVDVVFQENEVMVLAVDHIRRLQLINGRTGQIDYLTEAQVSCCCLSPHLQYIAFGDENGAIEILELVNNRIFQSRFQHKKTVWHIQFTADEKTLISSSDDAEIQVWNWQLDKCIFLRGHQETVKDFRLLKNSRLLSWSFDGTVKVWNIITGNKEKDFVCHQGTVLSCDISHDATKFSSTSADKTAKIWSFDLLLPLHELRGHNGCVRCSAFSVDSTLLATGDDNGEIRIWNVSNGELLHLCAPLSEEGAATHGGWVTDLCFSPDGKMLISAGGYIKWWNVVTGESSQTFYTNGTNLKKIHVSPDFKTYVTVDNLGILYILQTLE
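Medium: Hepes buffer, pH 7.5 / System: biochemical Apaf-1 apoptosome reconstitution / Measured by: Rh110 fluorescence, excitation 480 nm, emission 540 nm / Times: compound with Apaf-1, dATP, procaspase-3 30 min, then 50 min reaction, room temperature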
EBI2 block: EBI2 (human) antagonism | AID 651636 | inhibition, % at 5 µM | P32249 | EBI2 beta-arrestin recruitment, luminescence, 7a,25-OHC stimulated | 0.81% of 360,000 active; in the data active = inhibition above about 38%;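 also: enzyme fragment complementation signal reports receptor beta-arrestin coupling in cells; 0% = agonist plus DMSO wells and 100% = wells without agonist; some results beyond the cut were filed as inactive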
Gli-Sufu block: blocks Gli-Sufu signaling in a luciferase reporter. inhibition, % at 5 µM. Sufu-KO-LIGHT fibroblasts, Gli luciferase reporter luminescence. 0.74% of 340,000 active;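 active = inhibition above about 55%, limit read from the data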;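 also: 0% = DMSO-treated cells and 100% = wells with medium but no cells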
Starred values were filed as active, the others as inactive. Rule as the data show it, unless noted: active = inhibition above about 50%; inactive = the rest. An excerpt, so the mix of outcomes need not match the whole.

Results for c1ccc(-n2c(SCC3CCCCO3)nnc2-c2cnccn2)cc1 (stereo unspecified) ?
CCR6 antag: 10; SENP8 block: -10; 697 NFkB inh: 8; UBC13 inh: 9; Jurkat NFkB inh: -3; Apaf-1 inh: -5; EBI2 block: -12; Gli-Sufu block: 1

What do the screens show for `Cc1ccc(C)c(OCC(=O)NCCNC(=O)COc2cc(C)ccc2C)c1`?
CCR6 antag: 2; SENP8 block: -2; 697 NFkB inh: 22; UBC13 inh: 4; Jurkat NFkB inh: 11; Apaf-1 inh: 10; EBI2 block: 14; Gli-Sufu block: 2

How did Cc1ccccc1OC1C(=O)N(Cc2ccc3c(c2)OCO3)C1c1sccc1C (stereo unspecified) do in these assays?
CCR6 antag: 14; SENP8 block: 3; 697 NFkB inh: -6; UBC13 inh: 12; Jurkat NFkB inh: 8; Apaf-1 inh: 15; EBI2 block: 23; Gli-Sufu block: 9

How did NC(=O)c1ccccc1N=Cc1cccnc1 do in these assays?
CCR6 antag: 2; SENP8 block: 7; 697 NFkB inh: 16; UBC13 inh: 4; Jurkat NFkB inh: -3; Apaf-1 inh: -16; EBI2 block: 5; Gli-Sufu block: 6

Results for Cc1sc2ncnc(SCC#N)c2c1C ?
CCR6 antag: -17; SENP8 block: 5; 697 NFkB inh: -4; UBC13 inh: 10; Jurkat NFkB inh: -13; Apaf-1 inh: 2; EBI2 block: -19; Gli-Sufu block: -3

How did CCSc1nnc(NC(=O)C2CC(=O)N(Cc3ccc(C)cc3)C2)s1 (stereo unspecified) do in these assays?
CCR6 antag: -3; SENP8 block: -5; 697 NFkB inh: -4; UBC13 inh: -11; Jurkat NFkB inh: -16; Apaf-1 inh: 9; EBI2 block: 5; Gli-Sufu block: -22

Results for O=C(Nc1ccccc1Cl)c1ccc(=O)[nH]n1 ?
CCR6 antag: 10; SENP8 block: -1; 697 NFkB inh: -8; UBC13 inh: 2; Jurkat NFkB inh: 13; Apaf-1 inh: 0; EBI2 block: -6; Gli-Sufu block: 0

What do the screens show for `CN(C)/C(Cn1cncn1)=C1/N=C(c2c(F)cccc2F)OC1=O`?
CCR6 antag: 10; SENP8 block: 12; 697 NFkB inh: -1; UBC13 inh: 5; Jurkat NFkB inh: -8; Apaf-1 inh: -1; EBI2 block: 4; Gli-Sufu block: -9

Results for C/C(CC(C)(C)C1CCCCC1)=N\NC(N)=S ?
CCR6 antag: 22; SENP8 block: 2; 697 NFkB inh: 18; UBC13 inh: 7; Jurkat NFkB inh: 30; Apaf-1 inh: 2; EBI2 block: 28; Gli-Sufu block: 36

Results for O=c1[nH]c2cc3c(cc2cc1CN(Cc1cccnc1)C(=S)NCc1ccco1)OCO3 ?
CCR6 antag: 3; SENP8 block: 7; 697 NFkB inh: -2; UBC13 inh: 0; Jurkat NFkB inh: 14; Apaf-1 inh: 5; EBI2 block: -1; Gli-Sufu block: 1

Results for O=C(c1ccc(SCc2cccc(Br)c2)c([N+](=O)[O-])c1)N1CCN(c2ccccn2)CC1 ?
CCR6 antag: 18; SENP8 block: -2; 697 NFkB inh: -25; UBC13 inh: 2; Jurkat NFkB inh: -8; Apaf-1 inh: 15; EBI2 block: 0; Gli-Sufu block: 5

How did CCc1ccc(C(=O)NNC(=O)c2cc(S(=O)(=O)N(C)C)ccc2N2CCCC2)cc1 do in these assays?
CCR6 antag: 6; SENP8 block: 7; 697 NFkB inh: 22; UBC13 inh: -13; Jurkat NFkB inh: 11; Apaf-1 inh: -12; EBI2 block: 2; Gli-Sufu block: -3

What do the screens show for `CC(C)(C)Cc1nc2ccccc2n1CCc1ccccc1`?
CCR6 antag: 1; SENP8 block: 4; 697 NFkB inh: 11; UBC13 inh: 12; Jurkat NFkB inh: -10; Apaf-1 inh: 13; EBI2 block: 2; Gli-Sufu block: 9

How did O=C(NC1CC1)c1nc(Cn2ccc([N+](=O)[O-])n2)no1 do in these assays?
CCR6 antag: -8; SENP8 block: -9; 697 NFkB inh: -7; UBC13 inh: -4; Jurkat NFkB inh: -8; Apaf-1 inh: 8; EBI2 block: -13; Gli-Sufu block: 0

What do the screens show for `CCOc1ccc(NC(=O)CN(C)C(=O)c2cccnc2SC)cc1OCC`?
CCR6 antag: -20; SENP8 block: -12; 697 NFkB inh: -12; UBC13 inh: -3; Jurkat NFkB inh: -3; Apaf-1 inh: -12; EBI2 block: -1; Gli-Sufu block: 2

Three compounds picked at random from those above:
How did Cc1ccccc1OC1C(=O)N(Cc2ccc3c(c2)OCO3)C1c1sccc1C (stereo unspecified) do in these assays?
CCR6 antag: 14; SENP8 block: 3; 697 NFkB inh: -6; UBC13 inh: 12; Jurkat NFkB inh: 8; Apaf-1 inh: 15; EBI2 block: 23; Gli-Sufu block: 9

Results for O=C(Nc1ccccc1Cl)c1ccc(=O)[nH]n1 ?
CCR6 antag: 10; SENP8 block: -1; 697 NFkB inh: -8; UBC13 inh: 2; Jurkat NFkB inh: 13; Apaf-1 inh: 0; EBI2 block: -6; Gli-Sufu block: 0

What do the screens show for `CC(C)(C)Cc1nc2ccccc2n1CCc1ccccc1`?
CCR6 antag: 1; SENP8 block: 4; 697 NFkB inh: 11; UBC13 inh: 12; Jurkat NFkB inh: -10; Apaf-1 inh: 13; EBI2 block: 2; Gli-Sufu block: 9

Returning to the listing with the 2 entries that preceded the break.
How did O=C(NC1CC1)c1nc(Cn2ccc([N+](=O)[O-])n2)no1 do in these assays?
CCR6 antag: -8; SENP8 block: -9; 697 NFkB inh: -7; UBC13 inh: -4; Jurkat NFkB inh: -8; Apaf-1 inh: 8; EBI2 block: -13; Gli-Sufu block: 0

What do the screens show for `CCOc1ccc(NC(=O)CN(C)C(=O)c2cccnc2SC)cc1OCC`?
CCR6 antag: -20; SENP8 block: -12; 697 NFkB inh: -12; UBC13 inh: -3; Jurkat NFkB inh: -3; Apaf-1 inh: -12; EBI2 block: -1; Gli-Sufu block: 2

How did Cc1cc(C(=O)c2ccccc2)nc2ccccc12 do in these assays?
CCR6 antag: 12; SENP8 block: 2; 697 NFkB inh: -9; UBC13 inh: 2; Jurkat NFkB inh: -4; Apaf-1 inh: 6; EBI2 block: 7; Gli-Sufu block: 5

How did COc1ccc(-c2cc(C3CCN(c4cc(Cl)nc(N)n4)CC3)[nH]n2)cc1 do in these assays?
CCR6 antag: 1; SENP8 block: -4; 697 NFkB inh: -60; UBC13 inh: 46*; Jurkat NFkB inh: 3; Apaf-1 inh: 30; EBI2 block: 21; Gli-Sufu block: 23

What do the screens show for `CCCc1nnc(SCC(=O)Nc2nc(C)cs2)n1CCOC`?
CCR6 antag: 12; SENP8 block: 2; 697 NFkB inh: -19; UBC13 inh: -1; Jurkat NFkB inh: -8; Apaf-1 inh: -4; EBI2 block: -1; Gli-Sufu block: 48

How did Cc1cc(-c2cc(-c3ccccc3)on2)nc(NCC2CC2)n1 do in these assays?
CCR6 antag: 5; SENP8 block: -6; 697 NFkB inh: 21; UBC13 inh: 12; Jurkat NFkB inh: -3; Apaf-1 inh: 16; EBI2 block: 13; Gli-Sufu block: -3

Results for Cc1cccc(N(CC(=O)NC2CCCC2)C(=O)CS(=O)CC(=O)Nc2ccc3c(c2)OCO3)c1 (stereo unspecified) ?
CCR6 antag: -11; SENP8 block: -1; 697 NFkB inh: -3; UBC13 inh: -8; Jurkat NFkB inh: 1; Apaf-1 inh: -9; EBI2 block: 5; Gli-Sufu block: 1

How did Clc1cccc(Cl)c1CNCCCSc1ncccn1 do in these assays?
CCR6 antag: 6; SENP8 block: -11; 697 NFkB inh: -11; UBC13 inh: 0; Jurkat NFkB inh: -15; Apaf-1 inh: 15; EBI2 block: 5; Gli-Sufu block: 6

What do the screens show for `COc1ccc(C(=O)N2CCC(n3nccc3NC(=O)C3CCOC3)CC2)cc1` (stereo unspecified)?
CCR6 antag: 14; SENP8 block: 5; 697 NFkB inh: -2; UBC13 inh: -3; Jurkat NFkB inh: 7; Apaf-1 inh: 14; EBI2 block: 6; Gli-Sufu block: -10

What do the screens show for `O=C(Nc1nc(-c2ccccc2)c(-c2ccccc2)s1)c1ccc(S(=O)(=O)N2CCCCC2)cc1`?
CCR6 antag: 6; SENP8 block: 2; 697 NFkB inh: -151; UBC13 inh: 7; Jurkat NFkB inh: 2; Apaf-1 inh: 0; EBI2 block: 13; Gli-Sufu block: 13

Results for CSc1nsc(SCC(=O)Nc2ccc(F)cc2F)n1 ?
CCR6 antag: 17; SENP8 block: -12; 697 NFkB inh: -14; UBC13 inh: -2; Jurkat NFkB inh: -73; Apaf-1 inh: 4; EBI2 block: -7; Gli-Sufu block: 16

Results for Cc1ccc(N2CC(C(=O)NCc3cccs3)CC2=O)cc1 (stereo unspecified) ?
CCR6 antag: 12; SENP8 block: -1; 697 NFkB inh: 9; UBC13 inh: -5; Jurkat NFkB inh: 0; Apaf-1 inh: -11; EBI2 block: 4; Gli-Sufu block: -7

How did CS(=O)(=O)N(CC(=O)N1CCCC1)c1ccc(Cl)cc1 do in these assays?
CCR6 antag: 5; SENP8 block: -3; 697 NFkB inh: 5; UBC13 inh: 0; Jurkat NFkB inh: 10; Apaf-1 inh: -5; EBI2 block: -11; Gli-Sufu block: -3

How did COc1ccc(OC)c2sc(NC(=O)c3cccc(N4C(=O)CCC4=O)c3)nc12 do in these assays?
CCR6 antag: -15; SENP8 block: 0; 697 NFkB inh: 12; UBC13 inh: -11; Jurkat NFkB inh: 18; Apaf-1 inh: -14; EBI2 block: -10; Gli-Sufu block: -4

How did CC(C)CNC(=O)C(=O)Nc1ccc(N(C)C)cc1 do in these assays?
CCR6 antag: 13; SENP8 block: -4; 697 NFkB inh: -46; UBC13 inh: -5; Jurkat NFkB inh: -67; Apaf-1 inh: 1; EBI2 block: -11; Gli-Sufu block: -52

How did Cc1c(Cl)cnc(NC(=O)COC(=O)C2CC3CCCC(C2)C3=O)c1Cl (stereo unspecified) do in these assays?
CCR6 antag: -4; SENP8 block: 1; 697 NFkB inh: 2; UBC13 inh: -11; Jurkat NFkB inh: -12; Apaf-1 inh: 13; EBI2 block: -11; Gli-Sufu block: -1

What do the screens show for `CCCCc1nnc(NC(=O)C(C)Sc2nc(N)cc(=O)[nH]2)s1` (stereo unspecified)?
CCR6 antag: -13; SENP8 block: -2; 697 NFkB inh: -7; UBC13 inh: 5; Jurkat NFkB inh: 1; Apaf-1 inh: -12; EBI2 block: -11; Gli-Sufu block: 1

Results for COc1ccc(C2C(C(C)=O)=C(O)C(=O)N2CCCn2ccnc2)cc1OC (stereo unspecified) ?
CCR6 antag: -18; SENP8 block: 1; 697 NFkB inh: 20; UBC13 inh: inconclusive; Jurkat NFkB inh: 10; Apaf-1 inh: -6; EBI2 block: -2; Gli-Sufu block: 19

Results for O=C(CCOc1ccccc1)NCC(c1ccco1)N1CCCCC1 (stereo unspecified) ?
CCR6 antag: 17; SENP8 block: 1; 697 NFkB inh: -5; UBC13 inh: 7; Jurkat NFkB inh: -11; Apaf-1 inh: -6; EBI2 block: 2; Gli-Sufu block: 3

Results for CN(C)CCCN(C(=O)c1ccc(S(=O)(=O)N2CCc3ccccc32)cc1)c1nc2c(Cl)cccc2s1 ?
CCR6 antag: 26; SENP8 block: 1; 697 NFkB inh: 20; UBC13 inh: 15; Jurkat NFkB inh: 20; Apaf-1 inh: 3; EBI2 block: -9; Gli-Sufu block: 27

Results for CCOc1ccc(-c2nc3n(c(=O)c2C#N)CCS3)cc1 ?
CCR6 antag: 1; SENP8 block: -3; 697 NFkB inh: 20; UBC13 inh: 2; Jurkat NFkB inh: -11; Apaf-1 inh: -3; EBI2 block: -4; Gli-Sufu block: -1

How did CCc1ccc(NC(=O)CSc2nnc(-c3n[nH]c4ccccc34)n2-c2ccccc2)cc1 do in these assays?
CCR6 antag: -11; SENP8 block: 7; 697 NFkB inh: 6; UBC13 inh: 6; Jurkat NFkB inh: 8; Apaf-1 inh: 2; EBI2 block: -10; Gli-Sufu block: 0

What do the screens show for `CC1CC(C)CN(S(=O)(=O)c2cccc3cccnc23)C1` (stereo unspecified)?
CCR6 antag: 1; SENP8 block: -4; 697 NFkB inh: 8; UBC13 inh: 1; Jurkat NFkB inh: 9; Apaf-1 inh: 4; EBI2 block: 4; Gli-Sufu block: 5

Results for O=C(Nc1cnn(Cc2ccc(Cl)cc2Cl)c1)c1noc2c1CCCC2 ?
CCR6 antag: 12; SENP8 block: 9; 697 NFkB inh: -6; UBC13 inh: 6; Jurkat NFkB inh: 15; Apaf-1 inh: 39; EBI2 block: 5; Gli-Sufu block: 11
